Bioassay records from PubChem.
CASP6 VEID inh: inhibitors of human caspase-6; P55212; purified caspase-6, Z-VEID-R110 cleavage fluorescence; inhibition, % at 12.5 µM; hit rate 0.53% among 350,000; AID 686996;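 active means mean inhibition across replicates at least about 35%, with every replicate also reaching that limit, limit read from the data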;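 further: 0% = median of neutral control wells and 100% = no fluorescence left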
Target sequence (P55212 24-179 limits assumed): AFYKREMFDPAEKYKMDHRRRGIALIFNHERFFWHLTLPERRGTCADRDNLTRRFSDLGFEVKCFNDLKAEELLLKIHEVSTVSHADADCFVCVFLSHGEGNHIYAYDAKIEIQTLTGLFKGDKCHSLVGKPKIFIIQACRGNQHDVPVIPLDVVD
Target sequence (P55212 194-293 limits assumed): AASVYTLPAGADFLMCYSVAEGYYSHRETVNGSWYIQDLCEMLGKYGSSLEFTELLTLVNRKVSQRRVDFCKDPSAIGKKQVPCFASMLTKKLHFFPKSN
miR122 inh: inhibitors of miR-122 in Huh7 cells; Huh7 miR-122 Renilla luciferase sensor, 48 h; neutral wells = 0, positive control = 100; activation (reporter increase), % at 12.5 µM; hit rate 0.3% among 340,000; AID 602342;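 active means mean replicate activation score at least 90 and every replicate individually at or above 90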;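 further: higher luciferase means less miR-122 activity so hits act as miR-122 inhibitors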
PGC1a acetyl inh: lowers PGC1a acetylation signal in U2OS cells | AlphaScreen anti-acetyl-lysine; with virally co-expressed GCN5 acetyltransferase | inhibition, % at 15.6 µM | hit rate 0.17% among 350,000;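 active means every replicate shows inhibition of at least 40%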;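 further: 0% = neutral control wells and 100% = positive control wells; some results beyond the cut were filed as inactive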
FN deposit inh: fibronectin deposition inhibition; AH1F fibroblasts, Alexa488-fibronectin deposition fluorescence, overnight; inhibition, % at 12.6 µM; hit rate 0.086% among 350,000;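 active means mean inhibition across replicates of 30% or more, regardless of how many single replicates reach that level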;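 further: positive control wells lacked labelled fibronectin entirely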
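Assay system: AH1F fibroblasts assembling fluorescent fibronectin matrix; Amount: 10000 AH1F cells per well; Buffer or medium: DMEM, 2% serum; Probe or stimulus: Alexa488-fibronectin, 24 nM final in well; Doses: single compound dose, delivered by pin transfer; Incubation: 1 h adhesion, overnight exposure; Measured by: fluorescence 485/525 nm; Read-out: fibronectin deposition inhibition.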
EWS-Fli inh: EWS/Fli transcriptional activity inhibition; A673 NR0B1-luciferase reporter, viability-normalised; inhibition, % at 12.6 µM; hit rate 0.67% among 350,000;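 active means mean inhibition of at least 50% after viability correction, with every replicate also passing that limit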;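 further: firefly luciferase signal divided by Alamar Blue viability fluorescence both relative to DMSO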
LGR2 antag: Drosophila LGR2 receptor signaling inhibition; HEK293 LGR2, CRE-luciferase, bursicon-stimulated, 4 h; inhibition, % at 9.99 µM; hit rate 0.35% among 380,000; AID 720647;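 active means drop in luminescence signal, shown as inhibition above about 50% in the replicate tests, limit read from the data, passing the limit was not always enough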;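 further: agonist challenge used bursicon conditioned medium at about half maximal strength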
Cneo AK release: Cryptococcus neoformans lysis via adenylate kinase release; AID 651654; hit rate 0.2% among 360,000; C. neoformans lysis, adenylate kinase release luminescence, 4 h; normalised: neutral wells 0, clomiphene wells 100; lysis activity, % at 15 µM;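 active means mean lysis activity across replicates of at least 80%, whatever share of replicates individually reach that level; inactive means mean lysis activity below 80%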
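read-out = cell lysis signal | test system = log-phase Cryptococcus neoformans yeast cells | input = cells at 5 × 10^6 per mL | medium = fresh YPD growth medium | signal = luminescent adenylate kinase detection reagent | timing = 4 h at 37 °C static, read 1 h later | dosing = single dose | controls = Clomiphene as positive lysis control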
PAX8 inh HTS: lowers PAX8-driven luciferase in RMG-I cells; RMG-I TPO-luciferase reporter, SteadyGlo, 24 h; inhibition, % at 12.6 µM; hit rate 1.2% among 360,000; AID 652154;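 active means mean replicate inhibition at least 60% with every replicate also reaching 60%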;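 further: luciferase light reporting Pax8 driven TPO promoter activity; plate controls were median of neutral control wells for no effect and mitoxantrone controls for full effect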
Starred values were filed as active, the others as inactive; · = no result given; & = joins results of further samples; [ ] = dose if it differs, or a comment. No enrichment for hits; about 2.5% have a hit in one of these screens.

SMILES	CASP6 VEID inh	miR122 inh	PGC1a acetyl inh	FN deposit inh	EWS-Fli inh	LGR2 antag	Cneo AK release	PAX8 inh HTS
CC(=O)c1cccc(N(CC(=O)NCCc2ccccc2)C(=O)c2csnn2)c1	1	-3	-4	3	5	2	-1	4
O=C1C=C(/C=C/c2ccccc2)C[C@@H](c2ccc3c(c2)OCO3)C1	-3	2	-4	-2	-8	-11	-2	-33
NS(=O)(=O)c1ccc2nc(-c3ccccc3)c(-c3ccccc3)nc2c1	9	-1	·	11	1	5	0	11
CCOc1ccc(C(=O)Nc2cc(C)on2)cc1OCC	·	0	-4	-8	·	·	0	-25
COc1ccccc1C#Cc1cnc2c(c1)C(=O)N([C@H](C)CO)C[C@@H](C)[C@@H](CN(C)C(=O)CC1CC1)O2	-1	·	2	-6	0	18	·	-8
O=C(O)CCCc1c(-[n+]2ccccc2)[nH]c2ccccc12	4	·	1	-1	0	7	·	7
CCCCSc1nc2c(c(C(F)(F)F)c1C#N)CCC2	6	-6	·	0	·	-11	0	1
CC(C)NC(=O)N(C)C[C@@H]1OCCCC[C@@H](C)Oc2ccc(NS(=O)(=O)c3ccccc3)cc2C(=O)N([C@@H](C)CO)C[C@@H]1C	-2	3[16.7 µM]	5	·	0	6	-1	4
O/C(=C\c1nc2ccccc2[nH]1)c1cccs1	-3	2	·	-8	-109	-105	-2	-146
Cc1cccc(N2CCN(C(=O)Cc3cn(C)c4ccccc34)CC2)c1C	·	5	0	-8	·	·	1	24
CO[C@H]1CN(C)C(=O)c2ccc(NC(=O)Nc3ccccc3)cc2OC[C@H](C)N(C(=O)Nc2c(C)noc2C)C[C@H]1C	2	0[16.7 µM]	-4	-3	-11	-12	0	·
O=C(N[C@H]1CC[C@H](CC(=O)N2CCc3ccccc3C2)O[C@@H]1CO)C1CCOCC1	-1	11[16.7 µM]	2	6	6	0	-8	-5
CC1=C(C(=O)OCC2CCCO2)C(c2ccc(Cl)c(Cl)c2)NC(=O)N1 (configuration not stated)	2	2	-8	-10	0	-10	1	24
Cc1cnc(C(=O)OCC(=O)N2CCc3ccccc32)cn1	1	2	-4	1	9	-8	·	8
COc1ccc(CCNC(=O)/C=C/c2ccc(OC)c(S(=O)(=O)N3CCOCC3)c2)cc1	7	10	·	9	11	12	·	24
COc1ccc(C(=O)/C=C/Nc2ccc(S(=O)(=O)Nc3cccc(C(C)=O)c3)cc2)cc1	·	32	3	7	·	13	3	-8
O=C(CCCc1ccccc1)N=C1SC2CS(=O)(=O)CC2N1c1ccccc1F (configuration not stated)	7	1	-1	4	2	14	2	2
O=C(Nc1ccccc1-c1ccccc1)C1CCCCC1	4	·	·	-3	·	4	·	-7
CCOC(=O)c1sc(NC(=O)CCN2CCN(CC)CC2)c(C(=O)OCC)c1C	-10	·	·	-2	-6	-6	·	-3
COc1ccc(OC)c(CNC(=O)C2CCCN(S(=O)(=O)N3CCC(C)CC3)C2)c1 (configuration not stated)	3	11	-4	-6	-3	10	1	8
C[C@H]1CN([C@@H](C)CO)C(=O)c2cc(NC(=O)Nc3ccc(C(F)(F)F)cc3)ccc2O[C@H]1CN(C)Cc1ccc(Cl)c(Cl)c1	-2	-5[16.7 µM]	5	-15	3	-6	1	·
CC(C)CC#Cc1ccc2c(c1)O[C@H](CN(C)C(=O)c1ccccn1)[C@@H](C)CN([C@H](C)CO)S2(=O)=O	-1	58[16.7 µM]	-4	·	3	2	46	·
C[C@H](NC(=O)C[C@H]1CC[C@H](NC(=O)C2CC2)[C@@H](CO)O1)c1ccccc1	-1	·	8	-8	2	4	4	-3
C[C@@H]1CCCCO[C@@H](CN(C)C(=O)c2ccncc2)[C@H](C)CN([C@H](C)CO)C(=O)c2cc(NC(=O)Cc3ccccc3)ccc2O1	3	6[16.7 µM]	1	0	-5	-19	0	2

Quoted at random: 5 compounds from above, in no set order.
SMILES	CASP6 VEID inh	miR122 inh	PGC1a acetyl inh	FN deposit inh	EWS-Fli inh	LGR2 antag	Cneo AK release	PAX8 inh HTS
O=C(CCCc1ccccc1)N=C1SC2CS(=O)(=O)CC2N1c1ccccc1F (configuration not stated)	7	1	-1	4	2	14	2	2
CCOC(=O)c1sc(NC(=O)CCN2CCN(CC)CC2)c(C(=O)OCC)c1C	-10	·	·	-2	-6	-6	·	-3
CC1=C(C(=O)OCC2CCCO2)C(c2ccc(Cl)c(Cl)c2)NC(=O)N1 (configuration not stated)	2	2	-8	-10	0	-10	1	24
O=C(Nc1ccccc1-c1ccccc1)C1CCCCC1	4	·	·	-3	·	4	·	-7
CC(C)CC#Cc1ccc2c(c1)O[C@H](CN(C)C(=O)c1ccccn1)[C@@H](C)CN([C@H](C)CO)S2(=O)=O	-1	58[16.7 µM]	-4	·	3	2	46	·

More results
SMILES	CASP6 VEID inh	miR122 inh	PGC1a acetyl inh	FN deposit inh	EWS-Fli inh	LGR2 antag	Cneo AK release	PAX8 inh HTS
COc1ccc2oc(=O)c(N3C(=O)c4ccccc4C3=O)cc2c1	0	-4	-5	0	5	6	1	15
O=[N+]([O-])c1ccccc1S(=O)(=O)N1CCN(CC2CC3C=CC2C3)CC1 (configuration not stated)	5	3	-10	-2	7	-15	·	5
O=C(NCCC(=O)N1CCN(c2ccccn2)CC1)c1ccc(Br)cc1	2	·	·	9	-2	-14	-6	4
C[C@H]1CN([C@@H](C)CO)C(=O)CCCn2nncc2CO[C@H]1CN(C)C(=O)CCCN(C)C	-12	1[16.7 µM]	1	3	4	10	0	-13
CCOC(=O)N1CCN(S(=O)(=O)N2CCCC(C(=O)NCCc3ccc(C)cc3)C2)CC1 (configuration not stated)	-1	-2	-5	-12	·	3	1	-5
CSc1nc(Cl)cc(Nc2ccccc2N)n1	-1	0	-5	4	12	8	-2	18
CCCNC(=O)N1C[C@H](C)[C@@H](OC)CN(C)C(=O)c2ccc(NS(=O)(=O)CC(F)(F)F)cc2OC[C@H]1C	1	·	-1	9	-1	1	-4	·
CCOC(=O)C1CCN(S(=O)(=O)C(F)(F)c2nc3ccccc3s2)CC1	1	3	-9	·	·	-4	-1	·
COC(=O)C1CCN(C(=O)c2ccc(Cl)c(S(=O)(=O)NCc3cccnc3)c2)CC1	·	-5	-10	0	·	·	-2	·
Cc1cc(NC(=O)Nc2cccc(Cl)c2)no1	2	1	·	8	-28	-15	-1	-42
Cc1ccc(-c2csc(N/N=C/c3ccco3)n2)c(C)c1	·	-2	10	-11	·	-17	1	-84
CC(Oc1ccc(Cl)cc1)C(=O)NNC(=S)NC(=O)c1ccco1 (configuration not stated)	3	2	·	11	-2	24	2	23
CCCCN1C(=O)C(O)(CC(=O)c2ccco2)c2cc(Br)ccc21 (configuration not stated)	1	-3	-9	-6	13	·	-2	18
C[C@@H]1CN([C@H](C)CO)C(=O)c2cccc(NC(=O)Nc3ccc4c(c3)OCO4)c2O[C@H]1CN(C)C(=O)Nc1cccc2ccccc12	-1	3[16.7 µM]	-1	·	-4	17	-3	2
COc1ccc(CN2CCN(C(=O)Cn3c(=O)oc4cc(Cl)ccc43)CC2)c(OC)c1OC	3	4	13	-9	15	1	-2	38
O=C(N[C@@H]1CC[C@H](CCn2cc(C3CCCC3)nn2)O[C@H]1CO)c1cccnc1	-1	·	-13	1	·	1	·	10
Cc1cccn2c(=O)c(C=O)c(N3CC(C)OC(C)C3)nc12 (configuration not stated)	·	·	-3	0	-3	-45	·	1
CCCNC(=O)N1C[C@@H](C)[C@H](OC)CN(C)C(=O)c2cc(NS(C)(=O)=O)ccc2OC[C@@H]1C	2	·	-7	-8	4	23	-3	0
COc1ccc2cc(S(=O)(=O)N3CCCC3)ccc2c1	-3	3	-9	6	6	2	-4	-15
Cc1ccc(CC(C(=O)O)C(C)C(=O)Nc2ccc(F)cc2)cc1 (configuration not stated)	0	·	2	12	-8	-3	0	-8
C[C@@H]1CN([C@H](C)CO)C(=O)c2cccc(NC(=O)Nc3ccc4c(c3)OCO4)c2O[C@@H]1CN(C)S(=O)(=O)c1ccc(Cl)cc1	1	0[16.7 µM]	-11	·	-7	4	-8	·
CCC(=O)N(C)C[C@@H]1Oc2cc(Br)ccc2S(=O)(=O)N([C@@H](C)CO)C[C@@H]1C	6&2&1	-2	-8&3&-1	6&-5	2&-7&-5	13&-28	-1&1&-3	-13
C[C@@H]1CN([C@@H](C)CO)C(=O)c2cc(Br)cnc2O[C@@H]1CN(C)C(=O)C1CCOCC1	-1	-3[16.7 µM]	6	·	-14	-4	-1	·
C[C@@H]1CN([C@H](C)CO)C(=O)CCCn2cc(nn2)CO[C@@H]1CN(C)S(=O)(=O)c1ccc(C#N)cc1	1	-4[16.7 µM]	-6	-11	4	12	3	-11
Cc1ccc(C)c(C(=O)COC(=O)c2ccc(Br)o2)c1	·	·	-9	-4	·	·	-3	-11
CN(C)S(=O)(=O)c1ccc(C(=O)NNC(=O)c2ccccc2-n2cccc2)cc1	7	3	4	3	6	1	0	1
O=C(Oc1ccc2c(c1)OCO2)C12CC3CC(CC(C3)C1)C2	-3	·	·	4	1	-10	·	10
Cn1c(=O)[nH]c(N)c(Br)c1=O	-1	-2	4	6	4	14	1	1
C[C@H](CO)N1C[C@H](C)[C@@H](CN(C)CC2CCCCC2)Oc2c(NC(=O)c3ccc(-c4nccs4)cc3)cccc2C1=O	1	53[16.7 µM]	-4	·	-12	18	3	25
O=C(C[C@@H]1C[C@@H]2c3cc(NC(=O)CC4CC4)ccc3O[C@@H]2[C@H](CO)O1)NCc1ccncc1	-4	-6[16.7 µM]	5	·	-3	-3	1	3
Cn1c(N2CCOCC2)c(C#N)c2ccccc21	2	-7	3	-20	-1	1	-2	-2
COc1ccc(CCNC(=O)CSc2n[nH]c(N)n2)cc1OC	1	-4	4	7	1	-30	1	0
CCNC(=O)C1(C)CCCN(Cc2csc3ccccc23)C1 (configuration not stated)	0	0	-4	·	3	·	-1	15
CC(C)OCCCNC(=O)c1ccc(C2SCC(=O)N2Cc2ccco2)cc1 (configuration not stated)	2	·	1	-7	4	-4	·	-1
CC(C)[C@H](NC(=O)C1CCN(S(=O)(=O)c2ccc(F)cc2)CC1)C(=O)N1CCCCCC1	-1	-11	-18	-6	·	-11	·	0
CCOC(=O)c1c(C)[nH]c(C(=O)CSc2nc(C)cc(C)n2)c1C	·	-23	·	-5	·	-14	-1	21
CC1(C(=O)NS(=O)(=O)c2ccc(F)cc2F)CCN1C(=O)C1(c2ccc(Cl)cc2)CCC1 (configuration not stated)	2	9	-1	-2	6	-3	0	-1
CO[C@@H]1CN(C)C(=O)c2ccc(NS(=O)(=O)c3ccc(Cl)cc3)cc2OC[C@H](C)N(C)C[C@H]1C	0	22[16.7 µM]	-3	12	-2	-4	-3	-4
COc1ccc(NC(=O)Nc2ccc3c(c2)C(=O)N([C@H](C)CO)C[C@@H](C)[C@@H](CN(C)C(=O)Nc2c(C)noc2C)O3)cc1	0	-7[16.7 µM]	1	·	-10	-9	-3	·
CCC1NC(=O)c2cc3ccccc3cc2-n2c1nc1cc(C)cc(C)c1c2=O (configuration not stated)	-4	1	·	6	8	-5	-1	-16
Nn1c(SCc2ccccc2)nc2ccccc21	-2	2	·	-3	-133	-47	-2	-209
CN(C)c1ccc(Nc2ncnc3ccc(Br)cc23)cc1	1	6	13	6	-43	11	-2	-77
